Bioassay records as filed in PubChem.
KB-V1 cytotox: kills drug-selected multidrug resistant KB-V1 cells; KB-V1 MDR cells viability, CellTiter-Glo, 72 h; 400,000 tested, 3.4% active; Potency, µM (doses to about 46.1 µM), for the others: at the top dose activity change, negative = cytotoxicity, hits mostly cytotoxic; note: % is set by controls: 0 for no effect and ±100 for the full control effect; nearly all actives have a fitted effect of over 60% in size
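Luminescent ATP read-out (CellTiter-Glo, 10 min) measures survival of drug-selected KB-V1 MDR cells after 72 h, 37 degrees C compound exposure. Medium: phenol-red-free DMEM, 10% FBS. Values from fitted concentration-response curves.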
HEK293 tox: cytotoxicity in counter-screen for GLP-1R inverse agonists; HEK293 cAMP-luciferase reporter cells, luminescence, 24 h; Potency, µM (titrated, usually from 38.3 µM), for inactives: at the highest dose activity change, negative = inhibition, most hits filed as inhibitors; 410,000 tested, 0.13% active; AID 624418;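 note: loss of luciferase light is scored as toxicity; % is set by controls: 0 for no effect and ±100 for the full control effect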
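1536-well qHTS counterscreen of the MLSMR; 200 cells/uL, 12 h pre-incubation, 23 nL cpd, 24 h at 37 deg C 5% CO2, luciferase detection reagent, 12 min RT, luminescence. Inhibition = undesired.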
KB-3-1 tox: kills parental KB-3-1 adenocarcinoma cells. 400,000 tested, 1.4% active. Potency, µM (top dose mostly 46.1 µM), for inactives: at the top dose activity change, negative = cytotoxic, hits mostly cytotoxic. AID 1347075. KB-3-1 viability, CellTiter-Glo ATP luminescence, 72 h; note: % is set by controls: 0 for no effect and ±100 for the full control effect; nearly all actives have a fitted effect of over 60% in size
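Cytotoxicity measured as CellTiter-Glo luminescence after 72 h at 37 C. Compound titrations were pinned onto drug-naive KB-3-1 parental adenocarcinoma cells grown in DMEM with 10% FBS, and normalized data fitted to concentration-response curves.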
GLP-1R inv ag: GLP-1 receptor (human) inverse agonism | HEK293 GLP-1R CRE-luciferase, luminescence, 24 h; GLP-1R form is constitutively active | Potency, µM (doses to about 38.3 µM), inactives show at the top dose activity change, negative = inhibition, most hits filed as inhibitors | AID 624417 | 410,000 tested, 1.6% active; note: % is set by controls: 0 for no effect and ±100 for the full control effect; nearly all actives have a fitted effect of over 55% in size
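Inverse agonists were sought by their lowering of basal cAMP reporter luciferase output in HEK293 cells stably carrying constitutively active human GLP-1R, after 24 h compound treatment.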
GLP1R ag: GLP-1 receptor (human) agonism. P43220. 380,000 tested, 0.007% active. HEK293 GLP-1R CRE-luciferase, luminescence, 4-6 h; cells express a hypersensitive GLP-1R form. Potency, µM (series often up to 45.6 µM), inactives show at the highest dose activation, usual class: activators; note: % of control where 0% means no effect
HT1080 IDH1KD tx: kills HT-1080 cells with IDH1 knockdown. 360,000 tested, 2% active. HT-1080 IDH1 knockdown viability, ATP luminescence, 48 h. AID 686971. Potency, µM (doses to about 46.1 µM), inactives show top-dose activity, negative = toxicity, hits mostly cytotoxic;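 note: 0% = DMSO wells and -100% = cell-free medium wells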
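Cytotoxicity counter-line: IDH1KD HT-1080, 48 h, CellTiter-Glo. Curves classed by r2, magnitude and activity.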
HT1080-NT tox: kills 2HG-producing HT-1080-NT fibrosarcoma cells; HT-1080-NT fibrosarcoma viability, CellTiter-Glo ATP luminescence, 48 h; Potency, µM (series often up to 46.1 µM), for inactives: top-dose activity, negative = less viability, most hits filed as cytotoxic; 360,000 tested, 1.6% active;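 note: NT is the 2HG producing partner of a matched IDH1 knockdown line; 0% = DMSO-treated cells and -100% = media-only wells without cells; nearly all actives have a fitted effect of over 55% in size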
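A 48-hour cytotoxicity screen used HT-1080-NT cells plated 2 hours before compound delivery. ATP-based CellTiter-Glo luminescence measured viability, normalized to DMSO and no-cell controls.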
TDP43 rescue: inhibitors of TDP-43 toxicity in yeast; Potency, µM (highest dose often 46.1 µM), without a hit: at the top dose growth rescue (activation), hits mostly activators; AID 652104; TDP-43 expressing yeast growth rescue, BacTiter-Glo, 24 h; 410,000 tested, 1.8% active; note: % of control where 0% means no effect; nearly all actives have a fitted effect of over 50% in size
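Cell-based yeast growth screen: TDP-43 expression induced in galactose, inoculum OD600=0.02 after raffinose pregrowth to mid-log. Read-out BacTiter-Glo luminescence at 24 hr, 30 deg C; inhibition of toxicity seen as signal increase.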
SW480 rerep: induces DNA re-replication in SW480 colon adenocarcinoma cells | Potency, µM (doses to about 46.1 µM), for the others: at the top dose re-replication activation, usual class: activators | AID 624297 | SW480 DNA re-replication, Hoechst DNA content imaging, 48 h | 340,000 tested, 1.8% active; note: % of control where 0% means no effect; nearly all actives have a fitted effect of over 55% in size
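Cells (250 per well) received 23 nL compound or DMSO by pin tool and were kept 48 hr at 37 C, 5% CO2. Nuclei were then stained with Hoechst for 40 min and scanned for DNA content.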
Starred values were filed as active, the others as inactive; ? = inconclusive; / = no result given; & = joins results of further samples; [ ] = dose if it differs, or a comment. Calls come from the whole dose curve; as a rule, active = well fitted curve in the direction sought with a large enough effect; inconclusive = small, poorly fitted or top-dose-only effect, or another doubt; inactive = no such curve, though single readings can be large; an effect the other way counts as inactive or inconclusive. Potency is the fitted concentration of half-maximal effect.

1) CCCN1CN=C(Nc2nc3ccccc3o2)NC1
2) Cc1cc(C(=O)OCC(=O)N2CC(C)OC(C)C2)ccc1[N+](=O)[O-] (stereo not given)
3) Cc1ccccc1OCCCc1c(C)n[nH]c1C
4) Cc1cc(C)cc(NC(=O)c2cc3c(=O)n4ccccc4nc3s2)c1
5) CN(CC(=O)Nc1ccc(SC(F)F)cc1)C1CCCCC1
6) Nc1ccc(S(=O)C(F)(F)F)cc1 (stereo not given)
7) CC(C)CNc1ncnc2c1ncn2[C@H]1CN(Cc2ccc(C(=O)O)cc2)C[C@@H](CO)O1
8) Cc1ccc(S(=O)(=O)N(C)CC(=O)NNC(=O)Cc2ccccc2F)cc1
9) CN(C)c1nc(NS(=O)(=O)c2ccc(Cl)cc2)nc(N(C)C)n1
10) O=c1ccn(Cc2ccccc2)c(SCc2ccccc2)n1
entry no.	1	2	3	4	5	6	7	8	9	10
KB-V1 cytotox	-2%	-10%	?	13%	?	0%	-10%	-3%	13µM*	0%
HEK293 tox	23%	5%	-15%	-1%	13%	6%	2%	-2%	0%	10%
KB-3-1 tox	1%	2%	?	16%	5%	-2%	1%	5%	0%	6%
GLP-1R inv ag	36%[activator]	4%	1%	16%	?	41%[activator]	19%	-2%	0%	-9%
GLP1R ag	16%	7%	9%	4%	7%	1%	-1%	-5%	6%	-2%
HT1080 IDH1KD tx	18%	-5%	-4%	3%	-7%	4%	13%	3%	1%	9%
HT1080-NT tox	24%	-1%	-13%	19%	-17%	-23%	0%	2%	-19%	6%
TDP43 rescue	-19%	0%	20µM*	19%	10%	-10%	8%	22%	-10%	8%
SW480 rerep	-26%	-8%	-5%	9.2µM*	?	4%	/	-8%	2%	-2%

11) CC(C)(C)NC(=S)N1CCC(C(=O)c2ccc(Cl)cc2)CC1
12) COc1ccc(/C(N)=N/OC(=O)CSc2ccccc2)cc1
13) COc1ccccc1NC(=O)CCN1CCCCCC1
14) CC1(C)CC(O)CC(C)(C)N1CC(O)COCc1ccccc1 (stereo not given)
15) Cc1ccccc1NC(=O)Cn1c(=O)n(Cc2ccc3c(c2)OCO3)c(=O)c2ccc(C(=O)NC3CCCCC3)cc21
16) CSc1cccc(NC(=O)C2(S(=O)(=O)c3ccc(C)cc3)CC2)c1
17) COc1ccc(NC(=O)CSc2nnc(Cc3cccn3C)n2-c2ccc(F)cc2)cc1OC
18) CC(C)CC1C(=O)N(Cc2cn(CCC3OCCCO3)nn2)CCS(=O)(=O)N1Cc1ccc(-c2ccc(Cl)cc2)cc1 (stereo not given)
19) Cc1ccsc1C(=O)C1CCCN(Cc2cn(C)nc2-c2ccccc2)C1 (stereo not given)
20) COc1ccc(NC(=O)CN(C)CC(=O)c2c(C)[nH]c3ccccc23)cc1
entry no.	11	12	13	14	15	16	17	18	19	20
KB-V1 cytotox	-8%	1%	0%	0%	25%	-6%	-11%	-5%	-6%	7.3µM*
HEK293 tox	4%	-4%	12%	-7%	-2%	?	1%	1%	-3%	-17%
KB-3-1 tox	-4%	2%	5%	-5%	1%	16%	0%	-5%	3%	-3%
GLP-1R inv ag	-29%	?	4%	2%	4%	-17%	2%	?	?	-24%
GLP1R ag	-4%	-2%	8%	-3%	12%	3%	9%	6%	14%	-5%
HT1080 IDH1KD tx	13%	0%	-8%	1%	/	0%	8%	-27%	-1%	-4%
HT1080-NT tox	14%	17%	1%	0%	/	21%	9%	-7%	-3%	-2%
TDP43 rescue	5%	1%	-24%	-11%	14%	7%	1%	14%	-14%[0.397 µM]	-15%
SW480 rerep	-3%	1%	5%	-1%	/	4%	13%	/	-3%	-4%

Record cards (already shown). Screens in order: KB-V1 cytotox | HEK293 tox | KB-3-1 tox | GLP-1R inv ag | GLP1R ag | HT1080 IDH1KD tx | HT1080-NT tox | TDP43 rescue | SW480 rerep
CC(C)CC1C(=O)N(Cc2cn(CCC3OCCCO3)nn2)CCS(=O)(=O)N1Cc1ccc(-c2ccc(Cl)cc2)cc1 (stereo not given) in the list: -5% | 1% | -5% | ? | 6% | -27% | -7% | 14% | /
CSc1cccc(NC(=O)C2(S(=O)(=O)c3ccc(C)cc3)CC2)c1 in the list: -6% | ? | 16% | -17% | 3% | 0% | 21% | 7% | 4%

Next compounds follow.
21) COC(=O)[C@@]12C[C@@H](CC(=O)NCC3CCCCC3)C(=O)N(Cc3ccccc3)C1=CCC(C)(C)C2
22) COc1ccc(-n2c(=O)c3ccc(C(=O)NCc4ccc(C)cc4)cc3n(CC(=O)Nc3ccc(C)cc3)c2=O)cc1
23) CC(=O)Oc1ccc(C(=O)Nc2cccc(NC(=O)c3ccco3)c2)cc1
24) COCCCn1c(O)c(/C=C2\N=C(C#N)C(=Nc3ccc(C)cc3)O2)sc1=S
25) O=C(CCCCCn1c(=S)[nH]c2ccccc2c1=O)NCc1ccc2c(c1)OCO2
26) Cc1nn(-c2ccc(F)cc2)c(Cl)c1/C=C(\CC(=O)O)c1nc2ccccc2s1
27) Cc1ccccc1C(=O)/C=C1/c2ccccc2CC(C)(C)N1C
28) COc1ccccc1-n1c(CNC(=O)c2ccccc2)nnc1SCC(=O)Nc1nnc(C)s1
29) CCCN1Cc2cccc(C(=O)NCCc3ccccc3)c2C1=O
30) CN(CC1CCCO1)S(=O)(=O)c1ccc(C(=O)Nc2nccs2)cc1 (stereo not given)
entry no.	21	22	23	24	25	26	27	28	29	30
KB-V1 cytotox	?	23%	-8%	?	-13%	2%	-23%	-10%	?	18µM*
HEK293 tox	0%	21%	-15%	-17%	0%	8%	-17%	-19%	-4%	2%
KB-3-1 tox	-25%	9%	-18%	?	-14%	-14%	-1%	3%	14%	-3%
GLP-1R inv ag	-24%	5%	?	-29%	1%	5%	?	17%	-18%	2%
GLP1R ag	/	7%	8%	1%	-2%	0%	4%	-4%	24%	-3%
HT1080 IDH1KD tx	-12%	/	-16%	?	-1%	-30%	?	5%	0%	-12%
HT1080-NT tox	-27%	/	-2%	?	-7%	-17%	?	12%	12%	17%
TDP43 rescue	6%	9%	-9%	-18%[1.82 µM]	7.1µM*	6%	-14%	13%	10%	18%
SW480 rerep	/	/	-52%[inhibitor]	?	-4%	2%	0%	-1%	-2%	-22%

31) CC12CCC(C)(O1)C1C(=O)N(c3nccs3)C(=O)C12 (stereo not given)
32) O=C(Nc1cccnc1)c1cnn2c(C(F)F)cc(C3CC3)nc12
33) CC(=O)N/C(=C\c1ccc(F)cc1)C(=O)NC(C(=O)O)C(C)C (stereo not given)
34) Cc1cc(C)cc(-n2c(C)cc(C(=O)CSc3nnnn3C)c2C)c1
35) O=C1CSC(c2ccccc2)N1c1nc(-c2ccc(Cl)cc2Cl)cs1 (stereo not given)
36) Cc1ccc(S(=O)(=O)NCCOCCNS(=O)(=O)c2ccc(C)cc2)cc1
37) Cc1ccc(CN2CCC(n3nccc3NC(=O)CCOc3ccccc3)CC2)o1
38) O=C(NCCc1cccc(F)c1)C1CCC(=O)N(C2CCCCCC2)C1 (stereo not given)
39) Cc1cc(C)c(NC(=O)/C(=C/c2ccco2)c2ccccc2)c(C)c1
40) CCOc1ccc2ccccc2c1C(=O)N[C@@H]1C(=O)N2[C@@H]1SC(C)(C)[C@@H]2C(=O)O
entry no.	31	32	33	34	35	36	37	38	39	40
KB-V1 cytotox	16%	-18%	2%	?	-1%	-2%	/	-24%	0%	6%&4%
HEK293 tox	0%	1%	-6%	-1%	-1%	10%	7%	1%	23%	4%&24%
KB-3-1 tox	12%	-24%	-2%	?	6%	-1%	/	-6%	?	0%&0%
GLP-1R inv ag	9%	63%[activator]	14%	?	14%	0%	-18%	-7%	?	2%&27%
GLP1R ag	3%	-2%	0%	12%	-1%	5%	-16%	-3%	0%	2%
HT1080 IDH1KD tx	4%	-10%	26%	-21%	-1%	-1%	2%	4%	-7%	9%&1%
HT1080-NT tox	0%	-14%	-1%	-11%	3%	0%	-1%	-1%	-4%	24%&0%
TDP43 rescue	0%	5%	0%	19%	-1%	3%	-7%	11%	?	29%&-1%
SW480 rerep	3%	-6%	18%	0%	-4%	11%	-1%	6%	-7%[9.22 µM]	?

41) COC(=O)c1ccccc1NC(=O)/C=N/O
42) Cc1cc(N=Nc2ccc(Cl)cc2)cc(CN2CCOCC2)c1O
43) COc1ccc(/C(=N\O)c2ncc(C(F)(F)F)cc2Cl)cc1
44) CC(=O)c1cccc(N(CC(=O)Nc2ccc(F)cc2F)S(C)(=O)=O)c1
45) CCOC(=O)c1cnc2ccc(C)cc2c1NCCN1CCOCC1
46) COc1ccc(NC(=O)c2ccccc2O)c(OC)c1
47) COC(=O)c1cc(S(=O)(=O)Nc2nn(C)c3cccc(F)c23)oc1C
48) O=C(COc1ccc(Cl)cc1)NNC(=O)c1cccnc1
entry no.	41	42	43	44	45	46	47	48
KB-V1 cytotox	7%	-3%	-1%	-2%	-5%	9%	0%	18%
HEK293 tox	6%	3%	8%	-1%	-17%	11%	-2%	-5%
KB-3-1 tox	-10%	?	-1%	0%	-6%	3%	-2%	1%
GLP-1R inv ag	58%[activator]	?	?	19%	-17%	21%	36%[activator]	-11%
GLP1R ag	14%	-18%	6%	10%	6%	-6%	6%	6%
HT1080 IDH1KD tx	0%	-16%	-4%	-13%	-4%	0%	-1%	-4%
HT1080-NT tox	4%	-12%	-5%	-9%[9.24 µM]	-4%	3%[9.24 µM]	-3%	7%
TDP43 rescue	23%	9%	5%	-19%	8%	-48%[inhibitor]	-15%	12%
SW480 rerep	-9%	-7%[9.22 µM]	-6%	-9%	-16%	0%	-4%	0%
